# Bioassay records: PubChem BioAssay, NCI
# All columns: NCI-60 one-dose screen, growth in % after 48 h at 10 µM unless noted; 100 = growth as untreated, 0 = no growth, -100 = all killed.
# HS 578T – HS 578T breast cancer. hit rate 4.1% among 78,000
# UACC-62 – UACC-62 melanoma; hit rate 5.4% among 81,000; AID 1794756
# MCF7 – MCF7 breast cancer. hit rate 6.3% among 82,000
# MALME-3M – MALME-3M melanoma | hit rate 5.8% among 78,000 | AID 1794766
# UACC-257 – UACC-257 melanoma; AID 1794764; hit rate 4.4% among 78,000
# LOX IMVI – LOX IMVI melanoma; hit rate 7.4% among 79,000; AID 1794757
# BT-549 – BT-549 breast cancer | hit rate 4.4% among 78,000 | AID 1794793
# T-47D – T-47D breast cancer; AID 1794792; hit rate 5% among 79,000
# * hit, by the source's call; / = not tested or not shown; & = joins results of further samples; ! = a repeat was not active; [ ] = dose if it differs, or a comment. How the source made its calls: active means growth percent below 10; inactive means the rest.
SMILES,HS 578T,UACC-62,MCF7,MALME-3M,UACC-257,LOX IMVI,BT-549,T-47D
O=C(CS(=O)(=O)c1ccccc1)c1cc2ccccc2o1,96&102,87&94,97&95,89&108,111&92,100&100,99&108,98&95
COc1cc(-c2nn(-c3cccc(NC(=O)CCN4CCN(Cc5ccccc5)CC4)c3)cc2-c2ccncc2)ccc1Cl,2.2*,11,0.8*,-61*,-58*,-89*,43,30
CC[C@H](C)C(NC(=O)[C@@H](NC(=O)[C@@H]1CCCN1C(=O)CNC(=O)[C@H](C)N)C(C)C)C(=O)OC (stereo partly specified),112,109,94,100,108,97,115,/
O=C(CCCl)c1ccc(-c2ccccc2)cc1,96,92,82,102,98,95,95,98
COc1ccc(C2C=C(C(=O)O)Nc3nc(SC)n(C)c(=O)c32)cc1 (stereo unspecified),100,101,96,104,112,96,99,130
N#Cc1nc(-c2ccccc2)oc1S(=O)(=O)N1CCN(c2ccccc2)CC1,102,84,51,90,93,40,91,91
Cl/C(=N\Nc1ccccc1)c1ccccc1,108,78,87,86,75,97,99,90
CC(C)CC(C)C1CCC(C)C1CCC(C)OC=O (stereo unspecified),92,104,91,102,92,94,/,93
Cc1cn2nc(C)sc2n1,114,103,94,103,101,99,99,90
Cc1ccc(S(=O)(=O)NCCNc2nccc(-c3c(-c4ccccc4)nc4sccn34)n2)cc1,78,63,26,/,98,51,62,59
Cc1ccc(/C=C2\SC(=O)N(Cc3cc4ccccc4nc3Cl)C2=O)c(C)c1,85,88,99,81,94,96,109,94
CC(C)CNCCOC(=O)c1ccc([N+](=O)[O-])cc1Cl,106,102,107,89,102,97,81,96
O=P(O)(O)c1ccccc1Br,109,95,94,100,104,99,120,114
FC(F)(F)c1cc(-c2ccc(C3Nc4ccccc4-n4cccc43)o2)cc(C(F)(F)F)c1 (stereo unspecified),86,75,20,90,97,83,89,23
Cc1ccccc1C(CC(=O)c1ccccc1)c1ccccc1 (stereo unspecified),99,85,118,/,106,91,95,98
CC(C)CCC[C@@H](C)[C@H]1CC[C@H]2[C@@H]3CC[C@H]4C[C@]5(CC[C@]4(C)[C@H]3CC[C@]12C)Nc1ccccc1NC5=NC(C)(C)C,91,102,94,100,104,96,94,105
O=C(CSc1nc2ccccc2c(=O)n1CCc1ccccc1)Nc1ccc(Cl)cc1C(=O)O,107,97,92,/,102,110,102,92
OC1CCC(Oc2cccc3cnc(Nc4ccc5nc[nH]c5c4)nc23)CC1 (stereo unspecified),-7.3*!,-4.1*!,5.5*!,-8.8*!,-25*!,6.3*!,-20*!,-7.1*!
C#Cc1cccc(NC(=O)c2cccc(NC(=O)CCl)c2)c1,32[8.25 µM],-34*[8.25 µM],3.1*[8.25 µM],-80*[8.25 µM],28[8.25 µM],-89*[8.25 µM],-44*[8.25 µM],25[8.25 µM]
CC1CN(CCCO)C(C)CN1CCCO (stereo unspecified),109,95,98,125,82,97,95,99
CCOC(=O)COc1ccc(Cl)cc1,108,110,101,100,91,104,96,/
COc1cc(C2C3=C(CC(C)(C)CC3=O)N(CCO)c3cc4c(cc32)CCC4)cc(OC)c1OC (stereo unspecified),103,58,35,96,60,69,109,43
O=C1C=C(O)C(=O)C(CC2=C(O)C(=O)C=C(O)C2=O)=C1O,99,103,105,108,105,90,/,104
O=C(NCc1ccccc1)NNC(=O)c1ccc(NC(=O)c2ccccn2)cc1,98,104,93,107,114,108,101,110
COc1ccc(-c2nn(-c3cccc(Cl)c3)cc2-c2c(C#N)c(=O)n3[nH]c(-c4ccc(C)cc4)nc3c2C#N)cc1,43,57,21,21,97,40,43,56
CC12CCC(=O)C=C1C=CC1C2CCC2(C)C1CCC21CCC(=O)O1 (stereo unspecified),115,87,103,139,102,112,96,92
COc1ccc(C(=O)N2N=C(c3ccc(F)cc3)CC2c2cn(-c3ccccc3)nc2-c2ccccc2)cc1 (stereo unspecified),84,61,34,74,79,42,77,51
O=C1c2ccccc2C(=O)c2c(NCC(O)CN3CCOCC3)cccc21 (stereo unspecified),118,103,155,92,120,100,88,105
O=C(/C=C/c1ccco1)c1ccc(Nc2nc(Nc3ccc(F)cc3)nc(Nc3ccc(Cl)cc3)n2)cc1,81,82,33,75,101,75,79,47
Nc1ncnc2c1ncn2[C@@H]1O[C@H](CO)[C@@H](O)[C@@H]1O,136,/,69,115,112,95,105,/
O=C(NCCc1c[nH]c2ccccc12)c1ccc(NS(=O)(=O)c2ccc3c(c2)OCCCO3)cc1,92,70,92,92,103,83,79,69
CCCCOC(=O)c1ccccc1C(=O)OC(C)C(=O)OCCCC (stereo unspecified),109,105,105,110,108,98,110,94
Cn1cc(-c2csc(-c3c[nH]c4ncccc34)n2)c2cc(Br)cnc21,/,32,35,33,57,21,45,21
C[C@]1(CO)O[C@H](n2cc(F)c(N)nc2=O)C[C@@H]1O,98,101,83,103,/,100,78,94
Cc1ccc2nc(C[n+]3ccc4ccccc4c3)ccc2c1,91,70,36,61,25,68,22,32
CC(C)[C@H](NC(=O)Cn1cc(C(=O)O)nn1)C(=O)O,112,103,97,101,100,104,104,106
N#CC(Cc1ccccc1)c1ccc(Cl)cc1 (stereo unspecified),109,89,86,109,105,85,/,97
CCCCCCCCOC(=O)c1ccccc1O,101,108,100,103,90,98,99,106
COC(=O)c1ccc(Cl)cc1,96,103,99,108,99,99,104,94
O=C1N/C(=N/N=C(c2ccccc2)c2ccccc2)S/C1=C\c1ccccc1O,94,87,94,88,84,93,99,76

# Entries of single compounds from above. Order of values: HS 578T	UACC-62	MCF7	MALME-3M	UACC-257	LOX IMVI	BT-549	T-47D
# `N#CC(Cc1ccccc1)c1ccc(Cl)cc1` (stereo unspecified) is listed with 109	89	86	109	105	85	/	97
# `CC(C)[C@H](NC(=O)Cn1cc(C(=O)O)nn1)C(=O)O` is listed with 112	103	97	101	100	104	104	106

# More compounds follow.
SMILES,HS 578T,UACC-62,MCF7,MALME-3M,UACC-257,LOX IMVI,BT-549,T-47D
CCCN(CCC)C(=O)[C@@H](CC)[C@@H]1CC[C@@H](C)[C@@H]([C@H](C)[C@@H](O)[C@@H](C)C(=O)[C@H](CC)C2O[C@]3(C=CC(=O)[C@]4(CC[C@@](C)([C@H]5CC[C@](O)(CC)[C@H](C)O5)O4)O3)[C@H](C)C[C@@H]2C)O1 (stereo partly specified),84,91,90,86,97,95,92,94
O=C(N[C@@H](CO)[C@H](O)c1ccc([N+](=O)[O-])cc1)C(Cl)Cl,123,100,98,87,100,95,90,91
CN(CCC#N)c1ccc(/C=C(\C#N)c2cccc(C(F)(F)F)c2)cc1,89,55,34,58,/,63,60,57
Cn1cccc1C(=O)C1C(c2cccc(F)c2)C2C3CCCCC3CN2C12C(=O)Nc1ccc(Cl)cc12 (stereo unspecified),90,72,62,89,78,73,94,63
COc1ccc(OC)c(/C(C)=N/NC(=O)CSc2nc3ccccc3c(=O)n2Cc2ccc(S(N)(=O)=O)cc2)c1,102,88,90,102,92,98,105,98
O=C(Nc1ccc(-c2nc3ccccc3[nH]2)cc1)c1ccc(Cl)c(Cl)c1,102,77,90,112,88,93,103,79
Cn1c(=O)c(C#N)c(-c2ccccc2)n2c(SCC(=O)c3ccccc3)nnc12,133,108,67,111,41,87,91,107
O=C1OCCOC(=O)N2CCN(CC2)C(=O)OCCOC(=O)N2CCN1CC2,99,95,97,49,102,100,98,/
CC(C)(C)n1cc(-c2ccnc(NCCCNS(=O)(=O)c3ccc(O)cc3)n2)c(-c2ccc(Cl)c(O)c2)n1,80,90,93,87,101,44,73,62
Cc1ccc(-c2nnc(SCc3nc(N)nc(Nc4ccccc4)n3)n2-c2ccccc2)cc1,75,91,94,104,100,95,87,96
NC(=Nc1ccccc1)SCCSC(N)=Nc1ccccc1,99,63,92,104,91,94,108,78
C=C1C(=O)O[C@H]2[C@H]1CC/C(COC(=O)NCc1c[nH]c3ccc(Cl)cc13)=C\CC[C@@]1(C)O[C@@H]21,25,-74*,17,-57*,19,-76*,-66*,-76*
Cc1cc(C)n(C(=O)c2cnn(-c3ccc(S(N)(=O)=O)cc3)c2N)n1,/,100,/,100,/,105,88,/
CCn1c(Sc2nnc(NC(=O)CCCl)s2)nc2c1c(=O)n(C)c(=O)n2C,87,89,70,75,93,79,76,76
COc1cccc2c1N(C)CCC2N1CCCC1=O (stereo unspecified),106,110,103,103,121,97,101,90
NS(=O)(=O)c1ccc(CCn2c(=S)[nH]c3ccccc3c2=O)cc1,99,97,33,93,97,97,112,32
C=CCNC(=S)NN,90,100,8.9*,80,51,97,99,51
COC(=O)[C@H](NC(=O)C1(C)CCC[C@]2(C)[C@H]3C[C@H]4C(C(C)C)=C[C@]3(CC[C@@H]12)[C@@H]1C(=O)CCC(=O)[C@@H]14)C(C)C (stereo partly specified),93,84,98,104,104,91,106,94
Cc1cn(C2CC(O)C(CO)O2)c(=O)n(CCCc2ccccc2)c1=O (stereo unspecified),114,101,101,109,115,106,113,/
COC(=O)[C@@H]1Cc2c([nH]c3ccccc23)C(c2cccc(O)c2)N1 (stereo partly specified),106,86,92,83,114,87,99,92
NC(=O)[C@H]1[C@@H]2C(=O)N(c3ccccc3)C(=O)[C@@H]2[C@@H]2c3ccccc3C=NN12,102,103,111,94,105,96,112,107
O=C(O)c1cc2ccccc2c(Br)c1O,99,98,98,96,105,105,97,102
CC(=O)c1nnn(C(C)(C)C(N)=O)c1C,106,101,104,108,106,98,102,102
Cc1cc(OI)c(C(C)C)cc1-c1cc(C(C)C)c(OI)cc1C,109,99,93,105,101,93,111,82
Cc1ccc2c(c1)C[C@@]1(C)c3ccccc3N(C)[C@H]1N2,116,95,97,/,115,104,110,111
COc1cc(OC)c(C(=O)c2ccccc2[N+](=O)[O-])c(OC)c1,90,106,99,116,101,100,116,103
Nc1ccc(C(=O)NCC(=O)O)cc1,109&109,100&96&105,94&95&95,95&98&101,100&96&100,102&93&100,101&90&101,100&90&106
CC(=O)C(C[n+]1ccccc1)c1ccccc1 (stereo unspecified),103,107,98,139,108,101,104,100
CN1CCN(CCO)CC1,96,100,96,94,/,93,108,129
N=C1C(c2nc(-c3ccc(F)cc3)cs2)=C(O)CN1c1ccc2c(c1)OCO2,105,99,134,100,109,99,134,85
CC(=O)O[C@H]1CC[C@H]2[C@@H]3CC[C@H]4OC(=O)C=C[C@@H]4[C@H]3CC[C@]12C,101,92,89,89,85,85,106,95
CCCC1CCC(=C2C(=O)CCC2=O)O1 (stereo unspecified),98&109,94&87,118&92,101&103,95&106,98&94,106&86,110&88
C1=C(Cc2ccccc2)n2cnc3ncnc(c32)S1,75,54,20,68,75,9.3*,/,30
c1ccc2c(c1)sc1c(-c3ccc(C4CC4)o3)cccc12,100,85,37,102,103,/,104,66
O=C(Cc1nc2cc(Cl)c(Cl)cc2nc1CC(=O)c1cccnc1)c1cccnc1,76,71,30,65,96,65,3.0*,/
O=C(Nc1cccc(NOCc2ccccc2)c1)c1ccc2c(c1)ncn2-c1ccccc1,88,78,75,111,107,44,76,42
CC(C)Sc1nc(NC2CC2)c(C#N)c(-c2ccc(C(C)C)cc2)n1,96,91,94,103,97,98,81,91
CCN(CC)CCNC(=O)Nc1cccc2ccccc12,101,99,98,96,92,97,99,95
COc1ccc(C2=NNC(c3ccc(Oc4nc5c(c(=O)n(C)c(=O)n5C)n4C)c(OC)c3)C2)cc1 (stereo unspecified),89,81,88,103,98,91,89,86
O=C(Nc1nonc1-c1ccccc1)c1ccc(C(F)(F)F)cc1,101,56,72,69,78,-47*,85,76

# 4 entries out of the list, sorted by heavy-atom count, descending.
SMILES,HS 578T,UACC-62,MCF7,MALME-3M,UACC-257,LOX IMVI,BT-549,T-47D
COc1ccc(C2=NNC(c3ccc(Oc4nc5c(c(=O)n(C)c(=O)n5C)n4C)c(OC)c3)C2)cc1 (stereo unspecified),89,81,88,103,98,91,89,86
O=C(Cc1nc2cc(Cl)c(Cl)cc2nc1CC(=O)c1cccnc1)c1cccnc1,76,71,30,65,96,65,3.0*,/
CC(=O)O[C@H]1CC[C@H]2[C@@H]3CC[C@H]4OC(=O)C=C[C@@H]4[C@H]3CC[C@]12C,101,92,89,89,85,85,106,95
C1=C(Cc2ccccc2)n2cnc3ncnc(c32)S1,75,54,20,68,75,9.3*,/,30

# (next part)
SMILES,HS 578T,UACC-62,MCF7,MALME-3M,UACC-257,LOX IMVI,BT-549,T-47D
CCCC(F)(C(N)=O)C(=O)O (stereo unspecified),123,107,108,97,91,98,107,104
Cc1cc2c(n1Cc1ccccc1)CSc1cc(S(=O)(=O)c3ccccc3)c(=O)[nH]c1-2,78[100 µM],90[100 µM],79[100 µM],75[100 µM],109[100 µM],93[100 µM],80[100 µM],76[100 µM]
O=C(Nc1ccc(Cl)c(Cl)c1)ON1CCCCC1,97,84,86,95,98,87,113,98
c1ccc(CN2OCc3[nH]nc(-c4ccccc4)c3[C@@H]2c2ccccc2)cc1,96,77,98,99,105,97,103,76
O=C(CN1CCOCC1)NNc1ncnc2ccccc12,90,83,65,-74*,86,9.8*,100,42
CCCCC(O)(c1ccc(Cl)cc1)C(CN1CCOCC1)c1ccc(Cl)cc1 (stereo unspecified),40,31,18,61,39,34,59,32
CCOC(=O)c1c(C)c(-c2ccccc2)nc2ccccc12,93,86,89,111,/,93,102,93
C=CCSc1ccc(C)cc1,95,94,92,97,93,102,106,88
CN(C)CCCNc1nc(=O)n(Cc2ccc(F)cc2)c(=O)n1Cc1ccc(F)cc1,86,110,95,92,101,94,97,95
C(=N\N=C1c2ccccc2-c2ccccc21)/c1ccc2c(c1)OCO2,106,81,67,178,106,86,128,62
